LDHA block = blocks human lactate dehydrogenase A; purified LDHA, NADH/diaphorase-resazurin fluorescence; stronger effect = lower value; P00338; activity change, % (values are at about 110 or 230 µM); 480,000 compounds, 0.15% hits; in the data active = activity change below about -30%; inconclusive = mostly about -25% to -30%;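 also: plate controls were DMSO wells for no effect and wells without enzyme for full effect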
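Enzyme activity of human lactate dehydrogenase 5 (2 nM; 0.06 mM NADH, 0.2 mM pyruvate, 5 min, RT) is measured via a resazurin/diaphorase fluorescence readout of residual NADH.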
Vif-APOBEC3G blk = inhibitors of Vif-APOBEC3G interaction. Q9HC16. AID 602310. Potency, µM (titrated, usually from 46.1 µM), inactives show at the highest dose activity, negative = active, usual class: inhibitors. 410,000 compounds, 0.076% hits. HeLa A3G-eYFP + Vif (tagged APOBEC3G with the HIV-1 protein that degrades it), YFP fluorescence, overnight;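 also: potency is read from the fitted curve at half-maximal effect; % is scaled to controls: 0 for no effect and ±100 for the full control effect; nearly all actives have a fitted effect of over 60% in size; hits raise eYFP signal because A3G escapes Vif-driven loss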
Target sequence (Q9HC16 whole entry, looked up): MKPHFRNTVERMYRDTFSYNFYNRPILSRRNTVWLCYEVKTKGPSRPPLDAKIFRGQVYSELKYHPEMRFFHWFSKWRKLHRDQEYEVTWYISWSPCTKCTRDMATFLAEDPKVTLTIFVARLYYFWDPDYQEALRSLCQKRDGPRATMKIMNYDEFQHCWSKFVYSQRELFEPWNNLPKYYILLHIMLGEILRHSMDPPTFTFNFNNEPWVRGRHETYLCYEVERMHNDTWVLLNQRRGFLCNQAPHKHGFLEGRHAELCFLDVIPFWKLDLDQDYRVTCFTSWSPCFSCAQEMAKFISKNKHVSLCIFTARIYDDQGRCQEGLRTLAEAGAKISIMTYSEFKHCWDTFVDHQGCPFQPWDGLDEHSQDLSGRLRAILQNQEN
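HeLa cells stably expressing Vif and C-terminally eYFP-tagged A3G, seeded overnight at 37 deg C, then exposed to compound by pintool overnight at 37 deg C. Rise in yellow fluorescence (Ex 488/Em 500-530, Acumen) marks blocked Vif-driven A3G degradation.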
GRP78 ERSR act = induces the endoplasmic reticulum stress response in human glioma cells; U87-MG GRP78 promoter luciferase reporter, 16 h; Potency, µM, for the others: at the highest dose activation, most hits filed as activators; 420,000 compounds, 0.02% hits; AID 602332; also: potency is read from the fitted curve at half-maximal effect; series mostly up to about 76 µM; % of control where 0% means no effect; nearly all actives have a fitted effect of over 35% in size
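Stably transfected U87-MG glioma cells carrying a GRP78-based luciferase sensor; 16 h compound incubation. Luminescence end-point read 10 min after Bright-Glo addition at room temperature.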
Vif-A3F inh = inhibitors of Vif-A3F interaction | HeLa A3F-eYFP + Vif (tagged APOBEC3F with the HIV-1 protein that degrades it), YFP fluorescence increase | Potency, µM (highest dose often 46.1 µM), inactives show at the highest dose activity, negative = active | 390,000 compounds, 0.2% hits | AID 602313; also: potency is read from the fitted curve at half-maximal effect; % of control where 0% means no effect; nearly all actives have a fitted effect of over 65% in size
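HeLa cells stably expressing A3F-eYFP plus Vif, plated and incubated overnight at 37 deg C, then exposed to compounds overnight at 37 deg C. Blocked degradation read as raised yellow fluorescence (Ex 488/Em 500-530).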
D1 agonist = human D1 receptor agonism; P21728; HEK293 T-REx D1 cells, calcium flux, agonist mode; activation, % at 2 µM; 360,000 compounds, 1% hits; AID 504660; in the data active = activation above about 30%; also: 0% is about no effect
Target sequence (P21728 whole entry, looked up): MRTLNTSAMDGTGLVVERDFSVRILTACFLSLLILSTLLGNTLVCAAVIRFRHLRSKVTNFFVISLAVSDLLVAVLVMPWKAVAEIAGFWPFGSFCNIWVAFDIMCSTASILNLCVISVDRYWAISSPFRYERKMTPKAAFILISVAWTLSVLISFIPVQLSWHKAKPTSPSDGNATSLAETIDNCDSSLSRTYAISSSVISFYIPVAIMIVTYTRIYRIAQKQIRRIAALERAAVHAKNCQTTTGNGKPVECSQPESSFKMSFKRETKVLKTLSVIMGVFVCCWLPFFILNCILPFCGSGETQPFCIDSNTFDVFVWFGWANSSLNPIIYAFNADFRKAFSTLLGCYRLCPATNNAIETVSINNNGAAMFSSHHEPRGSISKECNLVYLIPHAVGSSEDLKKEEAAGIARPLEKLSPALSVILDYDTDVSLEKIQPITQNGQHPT
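Inducible HEK293 T-REx D1 cells, force-coupled to calcium signalling, were plated at 4000 cells/well with tetracycline and held overnight at 30 C. After no-wash calcium dye loading, compound-evoked calcium rise over 180 s flagged agonists.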
D1 PAM = enhances dopamine response at the human D1 receptor; P21728; HEK293 TREx D1 cells, calcium flux, dopamine EC20 potentiation; potentiation, % at 10 µM; 360,000 compounds, 0.036% hits; in the data active = potentiation above about 30%; also: 0% is about no effect
D1 antagonist = antagonists of human D1 dopamine receptor; AID 504652; activity change, negative = inhibition, % at 10 µM; HEK293 TREx D1 cells, calcium flux, dopamine EC80; stronger effect = lower value; 360,000 compounds, 3.2% hits; P21728; in the data active = activity change below about -30%; also: % is scaled to controls: 0 for no effect and ±100 for the full control effect
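Tetracycline-induced HEK293 Trex D1 cells, force-coupled to calcium, dye-loaded; compounds added and read 180 s, then EC80 dopamine added and calcium flux tracked kinetically another 180 s.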
D2 PAM = positively modulates the human D2 dopamine receptor allosterically. P14416. HEK293 T-REx D2, calcium flux, EC20 dopamine potentiation. potentiation, % at 10 µM. 340,000 compounds, 0.34% hits. AID 485347;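 active = potentiation over 3 SD above the plate norm, cut at about 30% in these data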; also: 0% is about no effect
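Cells plated with tetracycline inducer and held overnight at 30 C; calcium dye loaded 30–90 min at room temperature; baseline taken, compound added and read 180 s; EC20 dopamine then added and read 180 s.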
RXFP1 agonist = agonists of human relaxin receptor RXFP1; Q9HBX9; AID 2676; HEK293T-RXFP1 cAMP TR-FRET, 30 min; response scale: percent of porcine relaxin response, buffer zero; 370,000 compounds, 0.3% hits; Potency, µM (doses to about 57.5 µM), for the others: at the top dose activation, hits mostly activators; also: potency is read from the fitted curve at half-maximal effect; % is scaled to controls: 0 for no effect and ±100 for the full control effect; nearly all actives have a fitted effect of over 60% in size; many of its hits are not listed in these tables
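Agonist response is measured as cAMP accumulation in an RXFP1-transfected HEK293T line under PDE4 inhibition. Values are scaled between buffer-only and 29 nM porcine relaxin, and EC50s come from standard Hill equation fits.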
Starred values were filed as active, the others as inactive; ? = inconclusive; . = not tested or not shown. Unless noted, calls follow the shape of the dose curve; as a rule, active = well fitted curve in the direction sought with a large enough effect; inconclusive = small, poorly fitted or top-dose-only effect, or another doubt; inactive = no such curve, though single readings can be large; an effect the other way counts as inactive or inconclusive. These rows are one share of the data; count on the stated rates, not on these rows.

SMILES | LDHA block | Vif-APOBEC3G blk | GRP78 ERSR act | Vif-A3F inh | D1 agonist | D1 PAM | D1 antagonist | D2 PAM | RXFP1 agonist
C#CCO[C@@H]1C[C@H](n2ccc(NC(=O)c3ccccc3)nc2=O)O[C@@H]1CO | -6 | -2% | 1% | 1% | 6 | -1 | -14 | -11 | 7.8%
Cc1ccccc1CC1(CO)CCCN(C(=O)c2ccc(F)cc2)C1 (centres undefined) | 1 | 0% | 0% | -11% | 0 | 10 | 23 | -2 | 1.2%
CCCC1CC(C)(c2csc(Nc3ccc(OCC)cc3)n2)OC1=O (centres undefined) | 1 | -9% | 6% | -10% | -4 | -7 | 6 | -1 | 1.1%
CN(C)S(=O)(=O)Nc1ccc(Cc2ccncc2)cc1 | 0 | -2% | -1% | -5% | . | . | . | . | .
COc1ccc(C(=O)NCC(=O)NCC2COc3ccccc3O2)cc1 (centres undefined) | 3 | 0% | -2% | 4% | 1 | -6 | -3 | -7 | 0.1%
COc1cc(CNC2CCC(C)C2)cc(OC)c1 (centres undefined) | 1 | 1% | -4% | -7% | 1 | 0 | -48* | 2 | -0.7%
O=C(N/N=C1\CC(c2ccccc2)Oc2ccccc21)c1ccccn1 (centres undefined) | -8 | 2% | 7% | 0% | 3 | -2 | 9 | 4 | -0.3%
Cc1oc(C(=O)O)cc1CSCc1cc(C(=O)O)c(C)o1 | -2 | 1% | 0% | 1% | 2 | -2 | 9 | 16 | -0.1%
O=C(Nc1cccc(S(=O)(=O)c2cccc(NC(=O)C3CC3)c2)c1)C1CC1 | -4 | -1% | 0% | -3% | 8 | -6 | -15 | 8 | -0.9%
CCOC(=O)C(CC(=O)Nc1nc(C(C)=O)c(C)s1)C(C)c1ccccc1 (centres undefined) | -13 | -9% | -4% | 0% | 2 | 2 | 4 | 4 | 9.8%
COc1ccc([C@H]2/C=C\CN(S(=O)(=O)c3ccc4ccccc4c3)[C@@H](C)C(=O)N2Cc2ccc(F)cc2)cc1 | -5 | -1% | -2% | 4% | . | . | . | . | .
O=C(Nc1cnc2ccccc2c1)c1ccco1 | -4 | -8% | -13% | -2% | 1 | -3 | 1 | -13 | -0.8%
O=C(CSc1nc2c(cnn2-c2ccccc2)c(=O)[nH]1)c1ccc(Cl)cc1 | 5 | -3% | -4% | 4% | -3 | 0 | -2 | 0 | -0.2%
Oc1ccc2[nH]ccc2c1 | 1 | 5% | -5% | 0% | 3 | -4 | -30* | -7 | -1.6%
COc1ccc(-n2cc(C(=O)OCc3ccc(F)c(F)c3)c3ccccc3c2=O)cc1 | 0 | 2% | -1% | 0% | 1 | -3 | 1 | -2 | 2.1%
Cc1ccc(OCC(=O)NNC(=O)C(C)Sc2ncnc3sc(C)c(C)c23)cc1 (centres undefined) | -3 | -5% | -3% | -3% | 8 | -2 | 13 | 2 | 7.2%
CC(C)CC1NC(=O)N(CC(=O)N2CCN(S(=O)(=O)c3ccccc3)CC2)C1=O (centres undefined) | -5 | 1% | -3% | 2% | 3 | -7 | -12 | -6 | 2.6%
O=C(Nc1cc(S(=O)(=O)N2CCOCC2)ccc1Oc1ccc(F)cc1)C1=COCCO1 | -1 | -5% | -2% | 2% | 2 | 6 | 6 | 5 | 1.2%
O=C(c1ccco1)N1CCN(c2nc3ccccc3n3nnnc23)CC1 | -4 | -11% | 4% | ? | 5 | -4 | -7 | -7 | 0.2%
CCOc1cc(Cl)c(NC(C)=O)cc1OCC | -8 | 2% | -5% | -9% | 2 | -5 | 4 | -2 | 0.8%
CC1(c2ccccc2)NC(=O)N(CC#N)C1=O (centres undefined) | -2 | -4% | -3% | 4% | 1 | 4 | 3 | 5 | 3.2%
Cc1c(Cl)cccc1NC(=O)c1ncn[nH]1 | -9 | 0% | -6% | 0% | 3 | -4 | -5 | 5 | -0.2%
Cc1cc(C)n2nc(SCc3cc(=O)oc4cc(O)ccc34)nc2n1 | . | . | . | . | 2 | -1 | 2 | 1 | 3.3%
CCCCCN(C(=O)CCC(=O)OCC(=O)N(CC)C1CCCCC1)c1c(N)n(CCCC)c(=O)[nH]c1=O | 1 | 0% | 2% | -23% | 4 | 4 | 9 | 6 | -1.1%
CCCn1cc(SCC(=O)Nc2nnc(C)s2)c2ccccc21 | -4 | -2% | 1% | -11% | 0 | 4 | 19 | -16 | -0.4%

Ordered by formula weight (descending): some entries from above
SMILES | LDHA block | Vif-APOBEC3G blk | GRP78 ERSR act | Vif-A3F inh | D1 agonist | D1 PAM | D1 antagonist | D2 PAM | RXFP1 agonist
COc1ccc([C@H]2/C=C\CN(S(=O)(=O)c3ccc4ccccc4c3)[C@@H](C)C(=O)N2Cc2ccc(F)cc2)cc1 | -5 | -1% | -2% | 4% | . | . | . | . | .
Cc1ccccc1CC1(CO)CCCN(C(=O)c2ccc(F)cc2)C1 (centres undefined) | 1 | 0% | 0% | -11% | 0 | 10 | 23 | -2 | 1.2%
O=C(Nc1cnc2ccccc2c1)c1ccco1 | -4 | -8% | -13% | -2% | 1 | -3 | 1 | -13 | -0.8%

Next section:
SMILES | LDHA block | Vif-APOBEC3G blk | GRP78 ERSR act | Vif-A3F inh | D1 agonist | D1 PAM | D1 antagonist | D2 PAM | RXFP1 agonist
Cc1c(C(=O)NCc2cccnc2)sc2ncn(CC(=O)N3CCCCC3C)c(=O)c12 (centres undefined) | -9 | 1% | -3% | 0% | 1 | -4 | -13 | 1 | 3.0%
COc1ccccc1CNS(=O)(=O)c1cc2c3c(c1)CCC(=O)N3CCC2 | -10 | 1% | 1% | 1% | 3 | 1 | -53* | 10 | -0.7%
O=C1CSC2(C(=O)N(Cc3c(F)cccc3Cl)c3ccccc32)N1c1ccc(F)c(F)c1 (centres undefined) | 1 | 5% | -5% | -1% | 6 | -4 | 7 | 4 | -2.7%
Cc1c(C(=O)NCC(c2ccco2)N2CCCC2)oc2ccc(Cl)cc12 (centres undefined) | -1 | 0% | 2% | 0% | 6 | -3 | 10 | 3 | 1.6%
CC(Oc1ccc(Cl)cc1)C(=O)N/N=C/c1ccsc1 (centres undefined) | -2 | -6% | -3% | -7% | 16 | -3 | -6 | 4 | -1.3%
O=C(COCc1cc(-c2ccc3c(c2)OCO3)on1)Nc1cccnc1Cl | 0 | 1% | -3% | 3% | 6 | -6 | -7 | -3 | 6.9%
CCCCCC(=O)NNC(=S)NC(C)=O | 1 | -2% | 3% | 9% | 2 | 7 | -4 | . | -1.2%
C#CCN(Cc1ccco1)C(=O)c1ccc(OC2CCN(Cc3ccccn3)CC2)cc1 | 0 | 1% | -3% | -7% | . | . | . | . | .
CCOC(=O)c1ccccc1NC(=O)c1ccc2c(SCC(=O)O)c3c(nc2c1)CCCC3 | 1 | -28% | -4% | -7% | 2 | -4 | 3 | 0 | 4.3%
Cc1ccc2c(c1)c(=O)c1ccccc1n2CCCC(=O)Nc1ccc(Cl)cc1C | 1 | -5% | -2% | -6% | 3 | -2 | 7 | -9 | 9.7%
CC(NC(=O)COC(=O)c1nc(Cl)ccc1Cl)c1ccccc1 (centres undefined) | 0 | 0% | -5% | 6% | . | . | . | . | .
CCOC(=O)c1c(NC(=O)CC)sc(C(=O)N2CCCCC2)c1C | -9 | 3% | -1% | -2% | -1 | -6 | -3 | -4 | 5.1%
Cn1nc(C(F)(F)F)c2cc(NC(=O)OCC(C)(C)C)sc21 | -1 | 0% | -2% | 2% | 3 | -5 | -42* | -1 | -0.6%
CC(C)(C)CC(=O)Nc1ccc(S(=O)(=O)N2CCCC2)cc1 | -5 | -5% | 1% | 0% | 14 | -6 | 1 | 44* | 3.0%
CCOC(=O)C(C(=O)Nc1nc2ccccc2s1)C1CCCCC1 (centres undefined) | 4 | 0% | -3% | 2% | 6 | -3 | 3 | 1 | -4.7%
CC1CCCC(NC(=O)CCN2C(=O)COc3ccccc32)C1C (centres undefined) | -6 | -3% | -1% | -3% | . | . | . | . | .
CC(=O)CCS(=O)(=O)c1ccc(NC(C)=O)cc1 | -5 | -1% | -5% | -5% | 3 | -4 | -5 | 17 | 0.0%
Cc1cc(C(=O)Nc2cccc3c2O[C@@H](CN(C)S(C)(=O)=O)[C@H](C)CN([C@@H](C)CO)C3=O)n(C)n1 | -5 | 1% | -2% | 3% | . | . | . | . | .
CCN(CC)S(=O)(=O)c1ccc2c(c1)nc(SCc1nc3ccsc3c(=O)[nH]1)n2CC | -2 | 0% | -3% | 3% | 1 | 3 | -8 | -2 | ?
CCOc1ccc(-c2c(=O)n(OCc3ccccc3Br)c3ccccc3[n+]2[O-])c(OCC)c1 | 1 | 1% | 3% | -6% | 0 | -7 | 1 | -6 | 1.7%
COc1ccc2[nH]c3c(c2c1)CCNC3C1CC=C(C)CC1 (centres undefined) | 1 | ? | -4% | 3% | 20 | -1 | -19 | -13 | 0.7%
CCS(=O)(=O)c1ccc(-c2csc(-c3ccc(Cl)cc3)n2)c(Cl)c1Cl | 0 | 1% | 5% | -8% | 2 | -5 | -33* | 0 | 0.3%
N#CC1=C(N)OC2=C(C(=O)CCC2)C1c1ccncc1 (centres undefined) | -4 | 3% | -1% | 13% | 1 | -4 | 13 | -5 | 1.1%
CSc1nc2nc(C)cc(-c3ccccc3)n2n1 | -2 | 3% | 2% | 1% | 0 | -4 | -19 | . | 0.4%
COc1ccc(/C=N\NC(=O)c2sc(N)nc2C)cc1OC | -6 | 3% | 8% | -3% | 0 | -2 | 15 | 12 | 1.9%
COc1ccccc1OCC(=O)Nc1ccc(S(=O)(=O)Nc2cc(C)nc(C)n2)cc1 | -8 | 3% | -2% | -7% | 1 | -4 | 3 | 12 | -0.5%
COc1ccc(CN(C)C(=O)C2CSC3(C)CCC(=O)N23)cc1OC (centres undefined) | -12 | 0% | -3% | -2% | 1 | -2 | 6 | -13 | -1.8%
CC(=O)Nc1ccc(C2=CC(=O)C[C@H](c3ccc4c(c3)OCO4)C2)cc1 | 0 | -23% | -2% | -20% | 3 | -5 | 10 | 1 | 0.9%
Cc1ccc(S(=O)(=O)N2CCC(C(=O)OCc3ccc([N+](=O)[O-])cc3)CC2)cc1 | -13 | 0% | -4% | -19% | 30 | -6 | -26 | 2 | -0.8%
COc1ccc2cc(C3=CCCC3(C)C(=O)O)ccc2c1 (centres undefined) | -5 | 0% | 2% | 4% | . | . | . | . | .

Screens: PubChem BioAssay, National Center for Advancing Translational Sciences (NCATS)
